Compound activity deposited in PubChem by National Center for Advancing Translational Sciences (NCATS).
ERG-DNA inh = inhibitors of human ERG Ets domain-DNA interaction; 370,000 compounds, 0.028% hits; fluorescence polarization, His-ERG Ets domain / labelled DNA; AID 624246; P11308; Potency, µM (doses to about 76.9 µM), without a hit: top-dose FP activity, negative = inhibition, most hits filed as inhibitors; active = well fitted inhibition curve with a large enough effect in the polarisation, with a control signal flat; inconclusive = small, poorly fitted or top-dose-only effect, or effect the other way, or a change in a side signal; inactive = no such curve, though single readings can be large or run the other way; the % refers to the polarisation;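 note: polarization taken with two DNA probes labelled with fluorescein and Texas red; potency is the fitted concentration of half-maximal effect; % of control where 0% means no effect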
Target sequence (P11308 whole entry, looked up, the tested form may be a part): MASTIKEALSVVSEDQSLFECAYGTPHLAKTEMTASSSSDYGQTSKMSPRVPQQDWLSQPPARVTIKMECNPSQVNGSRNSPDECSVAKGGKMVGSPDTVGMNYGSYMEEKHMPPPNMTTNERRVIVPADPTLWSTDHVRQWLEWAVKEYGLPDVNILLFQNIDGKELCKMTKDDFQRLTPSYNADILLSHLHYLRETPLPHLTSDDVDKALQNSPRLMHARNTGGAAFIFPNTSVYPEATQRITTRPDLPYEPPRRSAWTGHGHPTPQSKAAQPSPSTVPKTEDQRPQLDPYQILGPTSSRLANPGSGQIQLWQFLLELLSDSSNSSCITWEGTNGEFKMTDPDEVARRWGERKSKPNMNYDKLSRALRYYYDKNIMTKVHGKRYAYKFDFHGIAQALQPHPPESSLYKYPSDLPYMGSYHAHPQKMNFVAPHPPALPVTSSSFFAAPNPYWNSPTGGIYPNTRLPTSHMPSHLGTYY
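His-tagged ERG Ets domain (1 uM in the protein solution; 300mM KCl, 50mM Tris-HCl, 1mM EDTA, 1mM DTT, pH 7.5) received compound, then a probe mix of 5 nM fluorescein-DNA and 100nM Texas-615-DNA. Fluorescence polarization was read for both dyes.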
RGS4 inh = human RGS4 inhibition; Transcreener GDP fluorescence polarization, RGS4-accelerated GTP hydrolysis; P49798; Potency, µM (doses to about 114 µM), for inactives: top-dose activity change, negative = inhibition, most hits filed as inhibitors; AID 504845; 390,000 compounds, 0.039% hits; note: potency is the fitted concentration of half-maximal effect; % is set by controls: 0 for no effect and ±100 for the full control effect; nearly all actives have a fitted effect of over 75% in size; some results filed as inactive show a strong effect at the top dose
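MLSMR compounds (23 nl, pin-transferred) preincubated 10 min at room temperature with a 500nM (2x) first reagent, then RGS4 at 900nM (2x) plus Transcreener GDP mix added; fluorescence polarization (620/688 nm) read before and after 90 min at 30 °C.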
12-LOX inh = inhibitors of human 12S-lipoxygenase ALOX12; Potency, µM (doses to about 108 µM), without a hit: at the highest dose activity change, negative = inhibition, actives largely listed as inhibitors; 580,000 compounds, 1.1% hits; purified 12hLO, xylenol orange hydroperoxide absorbance; AID 1671190; P18054; note: potency is the fitted concentration of half-maximal effect; % is set by controls: 0 for no effect and ±100 for the full control effect
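Purified human 12hLO at 150 nM in 25 mM Hepes, 0.01% Triton X-100, pH 7.0, preincubated 15 min at room temperature with compound. Reaction started with 40 uM arachidonic acid, 30 min at room temperature. Hydroperoxide measured by Fe-xylenol orange, 573/405 nm absorbance ratio.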
LDHA inh = inhibitors of human lactate dehydrogenase A | AID 1347041 | 480,000 compounds, 0.15% hits | purified LDHA, NADH/diaphorase-resazurin fluorescence; active compounds read low | P00338 | activity change, % (values are at about 110 or 230 µM); in the data active = activity change below about -30%; inconclusive = mostly about -25% to -30%;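 note: plate controls were DMSO wells for no effect and wells without enzyme for full effect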
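Remaining NADH was detected by diaphorase (0.133 mg/mL) converting 37 µM resazurin to fluorescent resorufin, read at 0 and 20 minutes. The preceding 5-minute room-temperature reaction used 2 nM LDHA, 0.2 mM sodium pyruvate and 0.06 mM NADH at pH 7.4.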
POLK inh = blocks human DNA polymerase kappa activity; purified Pol kappa, fluorescent DNA synthesis assay, 10 min; Potency, µM (top dose mostly 107 µM), for the others: at the highest dose activity, negative = inhibition, usual class: inhibitors; 400,000 compounds, 0.53% hits; AID 588579; note: potency is the fitted concentration of half-maximal effect; % is set by controls: 0 for no effect and ±100 for the full control effect
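Enzyme at 10 nM met test compounds for 15 min at room temperature. Substrate addition (50 nM final) began the reaction, which was monitored by fluorescence at 0 and 10 min.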
Pol eta inh = blocks human DNA polymerase eta activity | Q9Y253 | recombinant Pol eta, fluorescent DNA replication assay | Potency, µM (titrated, usually from 114 µM), for inactives: at the top dose activity change, negative = inhibition, most hits filed as inhibitors | 390,000 compounds, 1.2% hits; note: potency is the fitted concentration of half-maximal effect; % is set by controls: 0 for no effect and ±100 for the full control effect
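Pol eta at 10 nM preincubated with compounds 15 min at room temperature; reaction started with fluorescent substrate (50 nM final) and read kinetically at 0 and 10 min.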
POLB inh = inhibitors of human DNA polymerase beta | P06746 | Pol beta primer extension/strand displacement, fluorescence kinetic | Potency, µM (highest dose often 114 µM), inactives show at the top dose activity change, negative = inhibition, hits mostly inhibitors | 340,000 compounds, 1.3% hits; note: potency is the fitted concentration of half-maximal effect; % is set by controls: 0 for no effect and ±100 for the full control effect
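Homogeneous kinetic assay of primer extension and strand displacement by 10 nM Pol beta, preincubated 15 min at room temperature with compound before 50 nM substrate (final) was added. Read at 0 and 10 min; four-parameter Hill fit.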
Apoferritin bind = binds horse apoferritin like a general anesthetic; P02791; apoferritin/1-aminoanthracene competitive binding, fluorescence; Potency, µM (doses to about 77.5 µM), inactives show top-dose activity change, negative = displacement, hits mostly inhibitors; 350,000 compounds, 0.074% hits; AID 485281; note: potency is the fitted concentration of half-maximal effect; % is set by controls: 0 for no effect and ±100 for the full control effect; nearly all actives have a fitted effect of over 20% in size
Target sequence (P02791 2-175 limits assumed): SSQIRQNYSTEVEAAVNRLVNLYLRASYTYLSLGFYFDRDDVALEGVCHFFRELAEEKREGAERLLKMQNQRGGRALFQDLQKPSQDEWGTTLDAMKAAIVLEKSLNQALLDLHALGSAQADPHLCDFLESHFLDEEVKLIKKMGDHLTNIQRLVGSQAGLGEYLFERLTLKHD
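Probe: 1-aminoanthracene (50% saturated, PBS). Protein: horse-spleen apoferritin, 10 uM. Incubation: 10 min, room temperature. Detection: 380 nm excitation, 535 nm emission. Analysis: normalized response, four-parameter Hill.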
APE1 inh = blocks human APE1 abasic DNA cleavage | P27695 | recombinant APE1, TAMRA/BHQ-2 abasic DNA cleavage fluorescence | Potency, µM (highest dose often 65.8 µM), for the others: top-dose activity change, negative = inhibition, hits mostly inhibitors | 350,000 compounds, 0.35% hits | AID 2517;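 note: potency is the fitted concentration of half-maximal effect; plate controls were vehicle for no effect and reference inhibitor for full effect; nearly all actives have a fitted effect of over 55% in size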
Target sequence (P27695 whole entry, looked up): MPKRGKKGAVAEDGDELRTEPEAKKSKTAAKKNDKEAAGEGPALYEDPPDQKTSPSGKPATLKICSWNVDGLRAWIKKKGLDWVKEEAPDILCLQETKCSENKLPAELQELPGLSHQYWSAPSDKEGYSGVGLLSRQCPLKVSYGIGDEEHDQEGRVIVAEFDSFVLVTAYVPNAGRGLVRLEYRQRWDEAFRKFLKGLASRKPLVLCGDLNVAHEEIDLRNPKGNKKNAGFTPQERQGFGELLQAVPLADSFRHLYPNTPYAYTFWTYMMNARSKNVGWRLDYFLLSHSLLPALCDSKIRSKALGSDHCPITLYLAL
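Readout is kinetic fluorescence (ex 525, em 598 nm) from cleavage of 50 nM TAMRA/BHQ-2 THF abasic duplex by 0.75 nM APE1, compound added 15 min beforehand at RT.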
Starred values were filed as active, the others as inactive; i = inactive; u = inconclusive; x = not tested or not shown; & = joins results of further samples; [ ] = remark or other dose. Unless noted, calls come from the whole dose curve; as a rule, active = well fitted curve in the direction sought with a large enough effect; inconclusive = small, poorly fitted or top-dose-only effect, or another doubt; inactive = no such curve, though single readings can be large; an effect the other way counts as inactive or inconclusive. Only part of the results is shown; count on the stated rates, not on these rows.

Under each structure – ERG-DNA inh | RGS4 inh | 12-LOX inh | LDHA inh | POLK inh | Pol eta inh | POLB inh | Apoferritin bind | APE1 inh
CCOc1cccc(/C=N/NC(=O)C2CCCC2)c1O
  -2% | 6% | i | 4 | -6% | -12% | 41% | -11% | 18%
COc1ccc(/C(N)=N/OC(=O)c2c(-c3ccccc3Cl)noc2C)cc1OC
  5% | 7% | 11% | -1 | -7% | -22% | -1% | -14% | 48%
Cc1noc(C)c1COc1ccccc1C(=O)N(C)Cc1ccco1
  x | -2% | u | -2 | -2% | -5% | x | x | 24%
OCc1cn(-c2ccccc2)nn1
  3% | 22% | 22% | -9 | -9% | -2% | 12% | 0% | 9%
O=S(=O)(Nc1ccccc1N1CCOCC1)c1ccc(F)c(Cl)c1
  -1% | -4% | u | -1 | -3% | -24% | -15% | -6% | -6%
CC(=O)Nc1ccc(C(=O)CSc2cc(C)c3cccc(C)c3n2)cc1
  -1% | 10% | -7% | -2 | 0% | u | 18% | -5% | 20%
Cc1sc2ncnc(OCC(=O)NC3CCS(=O)(=O)C3)c2c1C (centres undefined)
  -2% | 8% | 10% | -1 | 14% | -9% | 10% | -15% | 2%
Oc1ccc(/C=N/n2cc(-c3ccccc3)[nH]c2=S)cc1
  3% | -19% | 16µM* | -7 | -14% | -14% | 28% | -6% | -2%
CC(=O)Nc1ccc(C(=O)NNC(=O)c2cc([N+](=O)[O-])cc([N+](=O)[O-])c2)cc1
  -7% | 25% | -1% | 0 | -10% | -3% | 1% | -3% | 4%
O=C1CC(c2ccc(O)cc2)Oc2cc(O)ccc21 (centres undefined)
  8% | 34% | u | 0 | -8% | -4% | x | x | x

Arranged by heavy-atom count (falling): part of the list above
Under each structure – ERG-DNA inh | RGS4 inh | 12-LOX inh | LDHA inh | POLK inh | Pol eta inh | POLB inh | Apoferritin bind | APE1 inh
COc1ccc(/C(N)=N/OC(=O)c2c(-c3ccccc3Cl)noc2C)cc1OC
  5% | 7% | 11% | -1 | -7% | -22% | -1% | -14% | 48%
CC(=O)Nc1ccc(C(=O)NNC(=O)c2cc([N+](=O)[O-])cc([N+](=O)[O-])c2)cc1
  -7% | 25% | -1% | 0 | -10% | -3% | 1% | -3% | 4%
CC(=O)Nc1ccc(C(=O)CSc2cc(C)c3cccc(C)c3n2)cc1
  -1% | 10% | -7% | -2 | 0% | u | 18% | -5% | 20%

(more compounds)
Under each structure – ERG-DNA inh | RGS4 inh | 12-LOX inh | LDHA inh | POLK inh | Pol eta inh | POLB inh | Apoferritin bind | APE1 inh
O=c1[nH]cc(O)c(=O)[nH]1
  -7% | 3% | -11% | 3 | 6% | -2% | -27% | -3% | 4%
COc1ccc(/C=C/C(=O)c2cc(Cl)ccc2O)c(OC)c1
  -2% | -9% | -18% | 1 | -10% | -25% | 24% | -14% | 10%
O=C(O)C(Cc1ccccc1)NS(=O)(=O)c1ccc2c(c1)OCCO2 (centres undefined)
  -1% | 14% | -26% | -5 | -7% | 7% | 17% | -6% | 12%
CC(O)[C@H]1CC[C@H]2[C@@H]3CC[C@H]4C[C@@H](O)CC[C@]4(C)[C@H]3C(=O)C[C@]12C (some centres undefined)
  -5% | -2% | 5% | -5 | -1% | -4% | x | x | -2%
c1ccc(OCCSc2nnnn2C2CCCCC2)cc1
  -2% | -20% | 33%[activator] | -5 | -21% | -18% | 16% | 4% | 8%
CCC(CC)NC(=O)CSc1nnc(-c2ccc(OC)cc2)n1C(C)C
  8% | -15% | 0% | -1 | 0% | -8% | 15% | -15% | 9%
CC(=O)Nc1ccc(S(=O)(=O)NNC(=O)COc2cc(C)ccc2C(C)C)cc1
  -10% | -21% | 4% | -2 | -6% | -10% | 0% | -22% | 1%
CC(C)(C)C(=O)O/N=C(\N)c1ccc(Br)cc1
  7% | -8% | 355%[activator] | -8 | -4% | 2% | 22% | 9% | 14%
O=C1c2cccc(Sc3ccccc3)c2C(=O)c2c(Sc3ccccc3)cccc21
  -2% | 18% | 0% | 21 | -14% | -3% | -1% | 2% | u
O=C(NCC(=O)N1CCCC(C(F)(F)F)C1)c1ccccc1Br (centres undefined)
  17% | -11% | 3% | 1 | -4% | -2% | x | x | 2%

Further results follow:
Under each structure – ERG-DNA inh | RGS4 inh | 12-LOX inh | LDHA inh | POLK inh | Pol eta inh | POLB inh | Apoferritin bind | APE1 inh
CCOC(=O)c1ccc2nc(C)c(C)nc2c1
  -4% | 12% | 476%[activator] | -4 | -10% | -9% | 3% | -12% | 0%
Clc1cnc(N/N=C/c2cccs2)c(Cl)c1
  11% | -27% | 307%[activator] | 1 | 4% | -6% | 7% | 2% | -4%
C[C@]12CCC(=O)C=C1CC[C@@H]1[C@@H]2[C@@H](O)C[C@@]2(C)[C@H]1CC[C@]2(O)C(=O)COC(=O)CCC(=O)O
  -7%&2% | 15%&3% | -13% | -3&-6 | 12%&-11% | -13% | 1% | 3%&-2% | 4%&10%&-4%
O=C(c1cccs1)n1nc(-c2ccccc2)nc1NCc1ccc(F)cc1
  -5% | 8% | -9% | -2 | -10% | 1% | 8% | -17% | 6%
Cc1ccc(/C=c2\sc3n(c2=O)CN(c2ccc(Br)cc2)CN=3)o1
  4% | -12%[11.4 µM] | 10% | 3 | -11% | -13% | -1% | u | -3%
Cc1[nH]n(-c2ccccc2)c(=O)c1N=Nc1ccccc1C(=O)N1CCCCC1
  1% | -5% | 5% | -10 | -7% | -6% | 16% | 5% | 4%
CCNC(=S)N1C2CCC1CC(NC(=O)NC1CCCCC1)C2 (centres undefined)
  x | 2% | -10%[57.4 µM] | -15 | 1%[60.1 µM] | -3% | 0% | -4% | 0%
O=C(COCc1cc(-c2ccco2)on1)Nc1cc(Cl)ccc1O
  -4% | -20% | u | 6 | -17% | -9% | u | -11% | x
C=C(C)CSc1nc2c(c(=O)[nH]c(=O)n2C)n1Cc1ccccc1
  21% | 11% | u | -3 | -9% | -6% | 34% | -9% | 0%
CCOC(=O)c1c(NC(=O)/C=C/c2ccco2)sc(C)c1C
  0% | u | -32% | 1 | 6% | -8% | 27% | -14% | u

Later entries:
Under each structure – ERG-DNA inh | RGS4 inh | 12-LOX inh | LDHA inh | POLK inh | Pol eta inh | POLB inh | Apoferritin bind | APE1 inh
CCOc1ccc(OCCC(=O)OCC(=O)NCc2ccccc2)cc1
  10% | 19% | -20% | -1 | -14% | 2% | u | -14% | 29%
O=C(Nc1cccc(C(=O)N2CCN(c3ccc(F)cc3)CC2)c1)c1ccccc1
  1% | -23% | 0% | -6 | -18% | -10% | 0% | -8% | -7%
Cc1cc(C)n(C(=O)Cn2nc(C)c(Cl)c2C)n1
  5% | -8% | -26% | -9 | -3% | 8% | 18% | u | 45%[activator]
Cc1[nH]c2ccccc2c1SCC(=O)N1CCCCCC1
  -5% | -5% | 266%[activator] | -6 | 6% | -15% | -8% | -19% | 1%
COc1ccccc1NC(=O)C1CCCN(S(=O)(=O)c2cnc[nH]2)C1 (centres undefined)
  -9% | -23% | 1% | -5 | 1% | -7% | 5% | -2% | -3%
CS(=O)(=O)N1CCN(c2ccc(Cl)cc2[N+](=O)[O-])CC1
  2% | -7% | -7% | -7 | -5% | -14% | 1% | 4% | 1%
CCCCn1c(SCC(=O)OC)nc2c1c(=O)n(C)c(=O)n2C
  -1% | -4% | 19% | -1 | 1% | -15% | 13% | -18% | 1%
OCCNc1nc(NCc2ccccc2)c2ccccc2n1
  -2% | 15% | -32% | -4 | -5% | 0% | 20% | -3% | -4%
Cc1cc(Cl)ccc1Oc1ncc(-c2ccc(Cl)cc2)cn1
  11% | 8% | 3% | -5 | -7% | -5% | 16% | -7% | -2%
Cn1c(SC/C=C/c2ccccc2)nnc1-c1ccco1
  -4% | -29% | 469%[activator] | -2 | 10% | -15% | 1% | -13% | 6%

Only Apoferritin bind and LDHA inh, for 3 of the compounds above:
SMILES,Apoferritin bind,LDHA inh
COc1ccccc1NC(=O)C1CCCN(S(=O)(=O)c2cnc[nH]2)C1 (centres undefined),-2%,-5
CS(=O)(=O)N1CCN(c2ccc(Cl)cc2[N+](=O)[O-])CC1,4%,-7
CCCCn1c(SCC(=O)OC)nc2c1c(=O)n(C)c(=O)n2C,-18%,-1

Other entries.
Under each structure – ERG-DNA inh | RGS4 inh | 12-LOX inh | LDHA inh | POLK inh | Pol eta inh | POLB inh | Apoferritin bind | APE1 inh
O=C1OCCC1Sc1nc2cc(Cl)ccc2n1Cc1ccccc1 (centres undefined)
  -1% | u | u | -13 | -20% | u | u | -14% | u
Cc1ccc(CNC(=O)C23CN(Cc4ccccc4)CC2C(c2ccc([N+](=O)[O-])cc2)=NO3)o1 (centres undefined)
  0% | -16% | u | -9 | -12% | u | 27% | u | -6%
O=C(NCC1CC1)c1ccc2c3n(nc2c1)-c1ccccc1CO3
  -4% | 3% | 0% | -1 | -7% | -18% | 5% | -6% | 2%
O=S(=O)(Nc1cccnc1)c1cccc(C(F)(F)F)c1
  -3% | 0% | -1% | -1 | 11% | 7% | -2% | -6% | -3%
CC(C)Oc1ccc(C(=O)NCCCNC(=O)c2cccnc2)cc1
  1% | -6% | 0% | -14 | -4% | -9% | 3% | -5% | 37%
